UHRF1 binding – blocks human UHRF1 binding to methylated DNA; Q96T88; UHRF1 binding to methylated oligo, TR-FRET; 370,000 compounds, 0.75% hits; AID 687016; inhibition, % at 4.4 µM; in the data active = inhibition above about 21%;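 note: UHRF1 SRA domain binding a hemimethylated CpG hairpin DNA probe; 0% = median of test compound wells and 100% = reference inhibitor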
PLC-gamma1 inh – blocks human PLC-gamma1 enzyme activity; P19174; purified PLC-gamma1, fluorogenic substrate, fluorescence; inhibition, % at 12.2 µM; 370,000 compounds, 0.84% hits; in the data active = inhibition above about 9.5%
MBD2 DNA inh – MBD2-methylated oligo binding inhibition; TR-FRET, MBD2 binding to methylated oligonucleotide; 370,000 compounds, 0.31% hits; Q9UBB5; inhibition, % at 4.4 µM; in the data active = inhibition above about 13%
KLK7 zymogen act – proKLK7 (human) activation, primary screen; P49862; 370,000 compounds, 0.9% hits; purified proKLK7, EDANS-DABCYL substrate fluorescence; 100% is mature enzyme control, 0% vehicle; activation, % at 7 µM;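 active = activation above the mean of all tested compounds plus 3 SD, computed per campaign excluding outliers beyond control limits, cut at about 13% in these data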
PLC-beta3 inh – inhibitors of human phospholipase C beta3. Q01970. Purified PLC-beta3, fluorogenic substrate, fluorescence. inhibition, % at 12.2 µM. 370,000 compounds, 0.18% hits. AID 720704; in the data active = inhibition above about 11%;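 note: 0% = median of compound wells on plate and 100% = full blocker control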
Target sequence (Q01970 whole entry, looked up): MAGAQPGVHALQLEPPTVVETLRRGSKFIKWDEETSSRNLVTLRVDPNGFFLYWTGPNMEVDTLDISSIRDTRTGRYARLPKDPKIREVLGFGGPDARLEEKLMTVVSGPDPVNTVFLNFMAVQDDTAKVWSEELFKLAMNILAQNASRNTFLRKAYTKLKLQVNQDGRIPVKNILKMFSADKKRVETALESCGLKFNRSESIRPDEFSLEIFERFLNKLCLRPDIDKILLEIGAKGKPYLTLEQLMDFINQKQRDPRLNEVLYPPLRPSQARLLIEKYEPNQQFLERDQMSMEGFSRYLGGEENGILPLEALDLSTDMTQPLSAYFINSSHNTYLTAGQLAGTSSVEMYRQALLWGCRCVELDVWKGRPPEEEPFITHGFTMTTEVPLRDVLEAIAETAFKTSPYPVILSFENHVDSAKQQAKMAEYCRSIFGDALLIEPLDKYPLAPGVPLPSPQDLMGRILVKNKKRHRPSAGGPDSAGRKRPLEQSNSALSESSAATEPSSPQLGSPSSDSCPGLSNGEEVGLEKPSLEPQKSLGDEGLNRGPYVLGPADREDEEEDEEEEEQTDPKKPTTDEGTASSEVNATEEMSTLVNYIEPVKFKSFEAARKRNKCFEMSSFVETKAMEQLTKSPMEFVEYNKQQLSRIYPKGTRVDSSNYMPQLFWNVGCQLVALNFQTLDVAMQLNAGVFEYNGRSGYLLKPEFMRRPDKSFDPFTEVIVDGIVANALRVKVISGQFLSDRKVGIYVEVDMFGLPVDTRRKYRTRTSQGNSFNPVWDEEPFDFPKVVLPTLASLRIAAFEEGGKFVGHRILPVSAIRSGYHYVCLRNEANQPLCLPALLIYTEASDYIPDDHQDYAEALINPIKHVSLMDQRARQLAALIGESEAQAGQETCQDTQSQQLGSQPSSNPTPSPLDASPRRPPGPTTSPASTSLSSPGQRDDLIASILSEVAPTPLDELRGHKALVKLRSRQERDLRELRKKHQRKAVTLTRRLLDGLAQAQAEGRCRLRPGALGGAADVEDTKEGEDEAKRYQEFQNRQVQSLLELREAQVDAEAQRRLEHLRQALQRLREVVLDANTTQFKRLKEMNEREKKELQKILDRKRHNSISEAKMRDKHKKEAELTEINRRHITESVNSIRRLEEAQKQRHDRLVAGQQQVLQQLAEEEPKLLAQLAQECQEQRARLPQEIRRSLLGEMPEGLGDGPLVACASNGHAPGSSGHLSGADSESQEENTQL
DDE Tn6 FP inh – DD(E)-Tn6 binding inhibition, primary FP screen | P02675 | Fibrin DD(E) TRITC-Tn6 fluorescence polarization displacement | inhibition, % at 8.3 µM | 370,000 compounds, 0.21% hits;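 active = inhibition above a per-campaign cutoff: mean of compounds within control limits plus 3 SD, cut at about 15% in these data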;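 note: 0% = median of all compound wells on the plate and 100% = blocking peptide control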
DDE Tn7 FP inh – disrupts Tn7 cyclic peptide binding to fibrin D-Dimer-E complex; FP displacement of FITC-Tn7 peptide from fibrin DD(E); 0% = median of compound wells per plate; AID 720508; 370,000 compounds, 0.13% hits; inhibition, % at 8.3 µM;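 active = inhibition above the mean of compounds falling within the control limits plus 3 SD of them, cut at about 14% in these data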;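 note: 0% = plate median of compound wells and 100% = 10 µM Aha-Tn7 peptide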
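Measure: % inhibition scaled between sample-field median and high-control FP; Test system: human fibrin DD(E); Quantity: 2 µM final DD(E) protein; Doses: one dose, 8.3 µM nominal; Schedule: compound with protein 10 min, then 3 h after probe, room temperature; Detection: fluorescence polarization; Medium: Tris buffer with calcium and detergent, pH 7.8.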
ADAM17 inh – inhibitors of human ADAM17. 370,000 compounds, 0.83% hits. recombinant ADAM17, EDANS/DABCYL FRET peptide cleavage. inhibition, % at 6.95 µM. P78536;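 active = inhibition above the mean of compounds lying between control limits plus 3 SD, set per campaign, cut at about 8.5% in these data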;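 note: 0% = DMSO-only wells as the low control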
ARFGAP1 inh – inhibits rat ARF GTPase activating protein 1 | Q62848 | Arfgap1-stimulated ARF1 GTP hydrolysis, GDP FP detection | inhibition, % at 16.5 µM | 360,000 compounds, 0.26% hits | AID 651572;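 active = inhibition above a per-plate limit, mean inhibition of low control wells plus 3 SD, cut at about 25% in these data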;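 note: 0% = DMSO wells with enzyme and 100% = wells lacking Arfgap1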
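Material: rat Arfgap1 catalytic domain, aa 1-136; also added: human ARF1(Δ1-17)-GTP substrate; compound dosing: one concentration, 16.5 µM, DMSO 1.26%; incubation: GTP hydrolysis reaction 2 h at 25 °C; measured by: Tracer-displacement fluorescence polarization with EDTA stop, 620/688 nm; evaluation: % inhibition from polarization; repeats: one replicate per compound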
ASAP1 GAP inh – blocks human ASAP1-stimulated Arf1 GTP hydrolysis; GDP FP detection; 360,000 compounds, 0.19% hits; inhibition, % at 16.5 µM; Q9ULH1; in the data active = inhibition above about 25%;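 note: 0% = vehicle with enzyme and substrate and 100% = no enzyme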
Active calls of the source: *; x = no result given.

SMILES | UHRF1 binding | PLC-gamma1 inh | MBD2 DNA inh | KLK7 zymogen act | PLC-beta3 inh | DDE Tn6 FP inh | DDE Tn7 FP inh | ADAM17 inh | ARFGAP1 inh | ASAP1 GAP inh
CCCNC(=O)c1cc(-c2ccc(Br)cc2)on1 | -1 | 0 | -1 | 0.3 | 1 | -1 | -5 | 0 | -4 | 2
COc1cc2[nH]c(C(=O)N3CCN(c4ccccc4F)CC3)cc2c(OC)c1OC | 1 | -38 | -2 | -0.2 | -72 | 1 | 6 | -6 | 5 | -8
CN(C)S(=O)(=O)c1ccc(C(=O)Nc2ccccc2C(=O)O)cc1 | -1 | -1 | 0 | -0.1 | 0 | 2 | 5 | 1 | 7 | -8
NC(=O)c1ccccc1OCCOCCOCCOc1ccccc1C(N)=O | 3 | -1 | 4 | -1.1 | -1 | -5 | 2 | -7 | 3 | -1
O=C1N[C@@H](Cc2ccccc2)COC(=O)[C@H](Cc2ccc(F)cc2)CC/C=C/C[C@@H]1CC(=O)N(CCO)Cc1ccccc1 | 1 | 3 | -6 | 0.3 | 1 | 0 | -4 | 8 | 11 | 7
Cc1cc(C)c2c(n1)sc1c(=O)[nH]c(SCc3ccccc3)nc12 | -1 | 0 | 1 | -0.6 | -5 | 3 | 4 | -10 | 1 | 2
COc1ccc(C)cc1S(=O)(=O)N1CCOCC1 | 1 | 0 | 10 | 0.6 | 1 | -12 | 3 | -3 | 7 | 3
Cc1ccc(CS(=O)Cc2ccc(C(=O)NCc3cccs3)o2)cc1 (stereo not given) | 5 | 3 | 8 | -0.1 | -9 | -7 | -3 | -1 | 10 | -4
COc1cc(C)c(NC(=O)COc2ccc3c(c2)CCC3)cc1OC | 3 | -3 | 6 | -0.5 | -7 | -10 | 6 | -2 | 1 | 5
O=c1[nH]cccc1-c1nc2ccccc2n1Cc1cccc(F)c1 | -1 | -290 | -4 | 2.2 | -403 | -2 | -3 | -392 | 1 | 12
O=C(CN1CCC(Cc2ccccc2)CC1)NC(=O)NCc1ccco1 | -1 | -2 | 1 | 0.3 | -3 | 2 | 6 | -1 | -11 | -4
Cc1ccccc1OCC(O)Cn1nnc2ccccc21 (stereo not given) | -1 | 1 | 3 | -0.1 | 2 | -9 | -7 | -1 | 2 | 0
CCC(C)C(=O)NCCc1ccc(S(N)(=O)=O)cc1 (stereo not given) | -1 | 1 | 3 | 0.3 | -3 | -5 | 1 | 0 | -2 | 4
O=c1oc2ccccc2c(N2CCC(c3ccccc3)CC2)c1[N+](=O)[O-] | 3 | 5 | 1 | -0.3 | 1 | 1 | -6 | 1 | -6 | 11
Cc1c(C)n(C(=O)CN2CCC(C)CC2)c2ccccc12 | 0 | 5 | -2 | 0.0 | -1 | 3 | -4 | 2 | 0 | 2
C=CCOc1c(Cl)cc(CNn2cn[nH]c2=S)cc1OC | 1 | 4 | -4 | -0.7 | 3 | -9 | -3 | 1 | 11 | 6
OC[C@H]1O[C@@H](c2nc(-c3ccc4c(c3)CCO4)no2)[C@H](O)[C@@H](O)[C@H]1O | -1 | 3 | 2 | 0.4 | 3 | 0 | 1 | -1 | -4 | 16
COc1cc(OC)c(NC(=O)C2CC(=O)N(c3ccc4c(c3)OCCO4)C2)cc1Cl (stereo not given) | 0 | 1 | -3 | 0.5 | -7 | 5 | -4 | 0 | 3 | 9
Cc1cc(NC(=O)c2ccccc2Oc2ccccc2)no1 | 1 | -3 | 2 | 0.2 | -1 | 2 | 8 | -6 | 5 | 11
COC(=O)NCC(c1cccnc1)N1CCOCC1 (stereo not given) | 3 | -3 | 1 | -0.7 | -6 | 4 | -7 | -2 | 9 | 5
O=C(CC1CCCC1)Nc1ccc(Cl)c(S(=O)(=O)N2CCOCC2)c1 | -1 | 2 | -2 | 0.3 | 6 | -3 | -1 | 2 | 9 | -13
Cc1cc(N2C(=O)C(O)=C(C(=O)c3cc4ccccc4o3)C2c2cccc(Cl)c2)no1 (stereo not given) | 2 | -29 | 1 | 2.7 | -61 | -4 | -3 | 0 | 1 | 0
CC1(C(=O)NS(=O)(=O)c2ccc(C#N)cc2)CCN1C(=O)C1(c2ccc(Cl)cc2)CC1 (stereo not given) | 0 | 0 | -3 | 0.1 | 0 | -1 | 0 | 2 | -2 | -1
Cc1ccc(S(=O)(=O)N2CCOCC2)cc1NC(=O)CSc1ccccn1 | -1 | 3 | -2 | 0.2 | -5 | 4 | -1 | -1 | -7 | 12
Cc1ccsc1CNn1cnnc1SCc1ccc(Cl)cc1 | 0 | 4 | -2 | 0.3 | 3 | 6 | 3 | 1 | -4 | -13
Cc1cc(C(C)(C)C)ccc1OCCN1CCCC1 | 4 | 2 | 0 | -0.1 | 1 | 3 | 2 | 3 | 2 | -11
Cc1cccc(Nc2nc(N)nc(CN3CCN(c4ccc(F)cc4)CC3)n2)c1 | -3 | 0 | -7 | -0.2 | 0 | 1 | 0 | 1 | 12 | -6
O=C(Nc1c(Cl)ccc2nsnc12)c1ccc(Br)o1 | -5 | -13 | -2 | 0.3 | -11 | -2 | -5 | 0 | -2 | -2
CCCC(=O)NC(c1ccccc1Cl)c1ccc2cccnc2c1O (stereo not given) | -4 | -11 | 3 | -0.3 | -23 | 1 | -7 | 3 | -9 | 1
CCC(C)NC(=O)[C@H]1N2C(=O)c3c(ccc(OC)c3OC)C2SC1(C)C (stereo not given in full) | 1 | -25 | 4 | -3.0 | -35 | 0 | 0 | -24 | 1 | 2
Cc1ccc2c(c1)N(CC(=O)NC1CCCCCC1)C(=O)c1cccnc1O2 | 2 | 3 | 3 | 0.9 | -6 | 2 | -5 | 0 | 14 | 8
COC(=O)c1cn(C(=O)c2cccs2)c2ccccc12 | 6 | -1 | 3 | 0.0 | 0 | -3 | 8 | -4 | -2 | -9
O=C(CSc1nc(N2CCOCC2)nc(N2CCOCC2)n1)Nc1cccc(C(F)(F)F)c1 | 1 | 1 | 0 | -0.2 | -6 | 0 | -3 | 2 | 5 | 3
COCCn1c(SCC(=O)Nc2cc(C)on2)nnc1C(C)C | -1 | 1 | -3 | 0.7 | 0 | 7 | -6 | -1 | 14 | 8
Cc1cc(=O)oc(C)c1C(=O)NCC1CCCO1 (stereo not given) | 0 | 0 | -4 | 0.3 | 0 | -9 | -15 | 1 | 3 | 4
O=C(CSc1nnc(-c2ccc(C(F)(F)F)cn2)s1)c1ccc(Cl)cc1 | 3 | 0 | 1 | -0.5 | -6 | -2 | 1 | -2 | -5 | -8

Arranged by value in UHRF1 binding (ascending): five from the list above.
SMILES | UHRF1 binding | PLC-gamma1 inh | MBD2 DNA inh | KLK7 zymogen act | PLC-beta3 inh | DDE Tn6 FP inh | DDE Tn7 FP inh | ADAM17 inh | ARFGAP1 inh | ASAP1 GAP inh
O=C(Nc1c(Cl)ccc2nsnc12)c1ccc(Br)o1 | -5 | -13 | -2 | 0.3 | -11 | -2 | -5 | 0 | -2 | -2
Cc1cccc(Nc2nc(N)nc(CN3CCN(c4ccc(F)cc4)CC3)n2)c1 | -3 | 0 | -7 | -0.2 | 0 | 1 | 0 | 1 | 12 | -6
Cc1cc(=O)oc(C)c1C(=O)NCC1CCCO1 (stereo not given) | 0 | 0 | -4 | 0.3 | 0 | -9 | -15 | 1 | 3 | 4
O=C(CSc1nnc(-c2ccc(C(F)(F)F)cn2)s1)c1ccc(Cl)cc1 | 3 | 0 | 1 | -0.5 | -6 | -2 | 1 | -2 | -5 | -8
COC(=O)c1cn(C(=O)c2cccs2)c2ccccc12 | 6 | -1 | 3 | 0.0 | 0 | -3 | 8 | -4 | -2 | -9

Next records
SMILES | UHRF1 binding | PLC-gamma1 inh | MBD2 DNA inh | KLK7 zymogen act | PLC-beta3 inh | DDE Tn6 FP inh | DDE Tn7 FP inh | ADAM17 inh | ARFGAP1 inh | ASAP1 GAP inh
CC(=O)Cn1nnc2sc3c(c2c1=O)CCC(C(C)(C)C)C3 (stereo not given) | 3 | 1 | 1 | 0.0 | -1 | 6 | -4 | -3 | -11 | 0
COc1ccc(NC(=O)C(Cl)=C(Cl)Cl)cn1 | -3 | 0 | 2 | -0.7 | 3 | 2 | 0 | 0 | 9 | -11
COCCNC(=O)C(c1ccc(C)o1)N(C(=O)c1snc(C(N)=O)c1N)c1ccc(C)c(C)c1 (stereo not given) | -3 | -58 | 1 | 0.3 | -87 | 0 | -2 | -26 | -6 | -10
CCOc1cc(C(=O)OC(C)C(=O)Nc2ccc(NC(C)=O)cc2)ccc1OCC(=O)N1CCCCC1 (stereo not given) | -1 | -1 | 2 | -0.4 | -7 | -10 | -1 | 1 | 6 | -8
COc1ccccc1CCc1nnc(CCC(=O)NC(C)Cc2ccsc2)o1 (stereo not given) | -1 | 0 | 3 | 0.2 | -7 | 2 | 6 | -4 | 2 | 1
O=C(Nc1ccccc1C(=O)Nc1ccc(F)cc1)c1ccco1 | 1 | -1 | -1 | -0.4 | -9 | 2 | 2 | -5 | 0 | -7
CC1CCCCN1S(=O)(=O)c1ccc(N(C(=O)c2cnccn2)C(C(=O)NC2CCCCC2)c2cccs2)cc1 (stereo not given) | 4 | 12* | -4 | 0.6 | 3 | -5 | 3 | 5 | -2 | -6
CCS(=O)(=O)N1CCCC(C(=O)NCc2cccnc2)C1 (stereo not given) | 0 | 3 | 2 | 0.0 | 1 | -4 | -9 | -2 | 1 | 8
COc1ccccc1C(=O)Nc1nnc(-c2ccc(F)cc2)s1 | 1 | -8 | 3 | -0.2 | -21 | 1 | 1 | -3 | 5 | -1
COc1cccc(CC(=O)N2CCC(n3nccc3NC(=O)C3CC3)CC2)c1 | 1 | -1 | -3 | 0.0 | -5 | 7 | 2 | -5 | -9 | -1
O=[N+]([O-])c1cccc(-c2cc3cccc[n+]3cc2-c2cccc([N+](=O)[O-])c2)c1 | 5 | 5 | -2 | -0.8 | -227 | 4 | -6 | 0 | 0 | -7
Cc1ccc(OCc2nnc(SCC(=O)c3ccc4ccccc4c3)n2-c2ccc(Cl)cc2)cc1 | 1 | -5 | -2 | -1.1 | -10 | -2 | 1 | -5 | x | x
O=C(COc1ccc(Br)cc1)OCCN1CCCCC1 | -2 | 1 | -1 | 0.2 | 2 | -2 | -5 | -3 | 2 | -4
CSc1ccccc1NC(=O)c1ccc(N2CC3CC(C2)c2cccc(=O)n2C3)c(NC(=O)c2ccncc2)c1 (stereo not given) | 2 | 1 | 3 | 0.8 | -9 | 3 | -2 | 0 | -2 | 3
COc1cccc(CNC(=O)C2=C(C)C(=O)OC23CCC(C)CC3)c1 (stereo not given) | 1 | 4 | -3 | 0.0 | 2 | 19* | 6 | -1 | -6 | 0
Cc1ccc(-c2cc(C(=O)Nc3c(C)n(C)n(-c4ccccc4)c3=O)no2)cc1 | 0 | 0 | -4 | -0.4 | -3 | -1 | -6 | 0 | -2 | -1
CCC(=O)c1ccc(OCC(O)CN2CCN(c3ccc(F)cc3)CC2)cc1 (stereo not given) | 2 | 5 | -4 | 0.0 | 5 | 7 | 0 | 3 | 9 | 1
Cn1nnnc1Sc1ncnc2scc(-c3ccc[nH]3)c12 | -3 | -15 | -2 | -0.1 | -19 | -5 | 3 | -5 | -2 | -3
